Source: PubChem BioAssay
NPC1 promoter act = NPC1 promoter activation. Huh7 NPC1 promoter luciferase reporter, 24 h. Potency, µM (doses to about 9.22 µM), without a hit: at the highest dose activation, usual class: activators. 2.4% of 320,000 active. AID 485313;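 note: potency is the fitted concentration of half-maximal effect; % of control where 0% means no effect; nearly all actives have a fitted effect of over 60% in size; reporter is driven by a mutant NPC1 promoter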
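Compounds in DMSO were transferred onto Huh7 NPC1-luciferase reporter cells pre-incubated 2 h; after 24 h at 37 °C, Amplite reagent was dispensed and luminescence recorded 10 min later.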
Rab9 promoter act = activates the Rab9 promoter; 2.8% of 320,000 active; Huh7 Rab9 promoter-luciferase reporter, luminescence, 24 h; Potency, µM (series often up to 9.22 µM), inactives show top-dose activation, negative = inhibition, actives largely listed as activators; note: potency is the fitted concentration of half-maximal effect; % of control where 0% means no effect; nearly all actives have a fitted effect of over 60% in size
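Huh7 reporter line, Rab9 promoter upstream of luciferase. Compound exposure 24 h at 37 °C in reduced-serum medium with 10% FBS. Read-out: luminescence.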
PKM2 act = PKM2 (human) enzyme activation; 0.34% of 260,000 active; P14618; purified PKM2, Kinase-Glo ATP luminescence, activation; response scale: 0% is enzyme alone, no compound; Potency, µM (titrated, usually from 57.5 µM), without a hit: top-dose activation, usual class: activators; note: potency is the fitted concentration of half-maximal effect; % is set by controls: 0 for no effect and ±100 for the full control effect; nearly all actives have a fitted effect of over 55% in size
Target sequence (P14618 whole entry, looked up): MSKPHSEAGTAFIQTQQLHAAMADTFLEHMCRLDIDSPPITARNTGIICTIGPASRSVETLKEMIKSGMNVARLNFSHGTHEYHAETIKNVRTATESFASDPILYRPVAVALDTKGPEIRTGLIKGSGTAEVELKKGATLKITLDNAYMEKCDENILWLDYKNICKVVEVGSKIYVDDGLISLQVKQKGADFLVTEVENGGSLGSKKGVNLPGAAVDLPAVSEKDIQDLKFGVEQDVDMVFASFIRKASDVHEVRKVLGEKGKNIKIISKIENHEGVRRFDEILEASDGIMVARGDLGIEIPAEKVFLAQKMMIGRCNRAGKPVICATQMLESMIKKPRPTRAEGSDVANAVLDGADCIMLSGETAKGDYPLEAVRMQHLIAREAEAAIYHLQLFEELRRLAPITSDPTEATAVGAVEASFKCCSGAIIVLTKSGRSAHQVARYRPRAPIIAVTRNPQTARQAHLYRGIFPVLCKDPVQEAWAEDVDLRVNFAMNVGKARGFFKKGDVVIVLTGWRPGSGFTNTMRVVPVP
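Kinase-Glo luminescence reports ATP generated from ADP (0.1 mM) and PEP (0.5 mM) by purified hPK-M2 after 1 h at room temperature, pH 7.2 imidazole buffer; intermediate enzyme activity allows detecting inhibitors and activators.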
RORg inh = inhibitors of mouse ROR gamma transcriptional activity; 5.4% of 310,000 active; P51450; Drosophila S2 Gal4-RORgamma UAS-luciferase reporter, 20 h; Potency, µM (series often up to 53.6 µM), for inactives: at the top dose activity change, negative = inhibition, usual class: inhibitors; note: potency is the fitted concentration of half-maximal effect; % is set by controls: 0 for no effect and ±100 for the full control effect; nearly all actives have a fitted effect of over 60% in size
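Stable Schneider cell line, Gal4 DNA-binding domain fused to ROR gamma, UAS-luciferase. Cmpd 1 hr RT → CuSO4 700 uM final → 20 hr RT → luciferase reagent 10 min → luminescence.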
Menin MLL FP TR = inhibitors of human menin-MLL interaction, mutant MLL peptide; O00255; 0.23% of 270,000 active; Menin + Texas Red MLL mutant peptide, fluorescence polarization; Potency, µM (titrated, usually from 61.6 µM), without a hit: at the highest dose FP activity change, negative = inhibition, hits mostly inhibitors; active = well fitted inhibition curve with a large enough effect in the polarisation, with a control signal flat, not every such curve was filed as active; inconclusive = small, poorly fitted or top-dose-only effect, or effect the other way, or a change in a side signal; inactive = no such curve, though single readings can be large or run the other way; the % refers to the polarisation; note: potency is the fitted concentration of half-maximal effect; % of control where 0% means no effect; many of its hits are not listed in these tables
VP16 counter = inhibits Gal4-VP16 luciferase reporter, ROR gamma counter-screen. Potency, µM (titrated, usually from 53.6 µM), without a hit: at the top dose activity, negative = inhibition, actives largely listed as inhibitors. AID 2546. Drosophila S2 Gal4-VP16 UAS-luciferase, luminescence, 20 h. 3.5% of 310,000 active;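 note: Gal4-VP16 expression switched on by copper sulfate through the metallothionein promoter; potency is the fitted concentration of half-maximal effect; % is set by controls: 0 for no effect and ±100 for the full control effect; nearly all actives have a fitted effect of over 50% in size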
FLuc counter = inhibits or activates purified firefly luciferase, miR-21 counter-screen | Potency, µM (titrated, usually from 57.5 µM), without a hit: at the highest dose activity change, negative = inhibition, most hits filed as inhibitors | purified FLuc, Km substrates, luminescence inhibition | 6.9% of 360,000 active | P08659;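 note: potency is the fitted concentration of half-maximal effect; plate controls were vehicle for no effect and reference inhibitor for full effect; nearly all actives have a fitted effect of over 55% in size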
Target sequence (P08659 whole entry, looked up): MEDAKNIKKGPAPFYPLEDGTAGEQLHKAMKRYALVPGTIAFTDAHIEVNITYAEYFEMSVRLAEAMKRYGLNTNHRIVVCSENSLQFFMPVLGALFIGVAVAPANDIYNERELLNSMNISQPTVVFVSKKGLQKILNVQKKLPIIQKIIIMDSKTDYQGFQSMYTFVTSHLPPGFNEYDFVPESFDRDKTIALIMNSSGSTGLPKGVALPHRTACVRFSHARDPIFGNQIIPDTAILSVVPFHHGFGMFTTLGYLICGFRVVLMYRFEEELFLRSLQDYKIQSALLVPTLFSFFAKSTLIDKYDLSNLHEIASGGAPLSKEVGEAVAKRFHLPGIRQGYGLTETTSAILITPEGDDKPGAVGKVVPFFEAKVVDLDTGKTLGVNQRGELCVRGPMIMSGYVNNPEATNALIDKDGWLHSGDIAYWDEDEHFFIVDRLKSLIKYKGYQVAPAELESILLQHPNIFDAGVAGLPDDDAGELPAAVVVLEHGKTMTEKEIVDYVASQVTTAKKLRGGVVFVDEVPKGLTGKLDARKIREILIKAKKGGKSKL
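Purified P. pyralis luciferase (10nM final) with 10uM D-luciferin and 10uM ATP (Km levels) in 50mM Tris acetate pH 7.5, 10mM Mg acetate, 0.01% Tween-20, 0.05% BSA; qHTS 6-point titration, ~60 µM downward; luminescence read.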
Mito fusion yeast = mitochondrial division inhibition or fusion activation; S. cerevisiae fusion-defective mutant growth rescue, CellTiterGlo 48 h; Potency, µM (titrated, usually from 46.1 µM), inactives show at the highest dose growth rescue (activation), usual class: activators; 0.23% of 320,000 active; AID 485298;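 note: potency is the fitted concentration of half-maximal effect; % of control where 0% means no effect; nearly all actives have a fitted effect of over 45% in size; temperature-sensitive fusion mutants such as fzo1-1 at 37 °C on non-fermentable ethanol glycerol medium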
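Temperature-sensitive fusion-defective S. cerevisiae (e.g. fzo1-1, mgm1-5) were grown with compound in YPEG medium (3% ethanol, 3% glycerol) for 48 hours at 37C. Growth rescue was measured as viability by CellTiterGlo luminescence after 10 minutes at ambient.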
KCNH2 3.1 block = inhibitors of human KCNH2 3.1 potassium channel isoform | 0.95% of 340,000 active | U2OS KCNH2 3.1, thallium flux FluxOr; stronger effect = lower value | activity change, % (tested at about 1.8 µM);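 active = maximum activity change below -70%; inconclusive = maximum activity change from -70% to -50%; inactive = maximum activity change above -50%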;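 note: thallium influx rate constant from kinetic fluorescence after stimulation buffer; % is set by controls: 0 for no effect and ±100 for the full control effect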
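Normalized rate constant (relative to positive and negative DMSO controls) derived from a 2 min kinetic fluorescence read after stimulation; U2OS cells expressing the 3.1 isoform via virus at 1.77 x 10^8 /mL.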
ELG1 repair inh = ELG1-dependent DNA repair inhibition | 2.3% of 330,000 active | Potency, µM (highest dose often 46.1 µM), for inactives: at the top dose activity change, negative = inhibition, usual class: inhibitors | AID 504467 | HEK293T ELG1-luciferase reporter, luminescence, 16 h; DNA damage induced by 5-fluorouridine; note: potency is the fitted concentration of half-maximal effect; % is set by controls: 0 for no effect and ±100 for the full control effect; nearly all actives have a fitted effect of over 55% in size
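Overnight (16 hr) co-exposure of 2,000 cells/well to 5-fluorouridine and compound at 37 °C preceded detection. Luciferase was quantified via ONE-Glo luminescence; loss of signal denotes inhibition.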
MBNL1 CUG block = MBNL1-poly(CUG) RNA binding inhibition; Q9NR56; TR-FRET MBNL1-His/biotin-(CUG)12 binding, 665/545 ratio; Potency, µM (top dose mostly 57.5 µM), for inactives: top-dose activity change, negative = inhibition, usual class: inhibitors; 0.036% of 280,000 active; active = well fitted inhibition curve with a large enough effect in the signal ratio, with a control signal flat, not every such curve was filed as active; inconclusive = small, poorly fitted or top-dose-only effect, or effect the other way, or a change in a side signal; inactive = no such curve, though single readings can be large or run the other way; the % refers to the signal ratio; note: potency is the fitted concentration of half-maximal effect; % is set by controls: 0 for no effect and ±100 for the full control effect
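TR-FRET between His-tagged MBNL1 and biotin-(CUG)12 RNA, detected with Tb anti-His antibody (0.055 ng/ul) and streptavidin-XL665 (5 nM), 60 min at room temperature. Compounds titrated 92 nM to 58 uM; 665/545 nm ratio normalized to buffer and complex controls.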
* hit, by the source's call; ? = inconclusive; . = no result given; & = joins results of further samples; [ ] = dose if it differs, or a comment. Unless noted, calls come from the whole dose curve; as a rule, active = well fitted curve in the direction sought with a large enough effect; inconclusive = small, poorly fitted or top-dose-only effect, or another doubt; inactive = no such curve, though single readings can be large; an effect the other way counts as inactive or inconclusive. Only part of the results is shown. The share of hits here may be higher or lower than overall.

Order of results – NPC1 promoter act, Rab9 promoter act, PKM2 act, RORg inh, Menin MLL FP TR, VP16 counter, FLuc counter, Mito fusion yeast, KCNH2 3.1 block, ELG1 repair inh, MBNL1 CUG block
- Cc1cc2nc(-c3ccc(SCC(=O)N4CCN(C(=O)c5ccco5)CC4)nc3)[nH]c2cc1C
 : 3.5µM*, 3.5µM*, -15%, 9%, 5%, -11%, 0.48µM*, -1%, -5, ?, 93%[activator]
- Cc1cccc(C)c1OCC(C)N (stereo not given)
 : 2%[46.1 µM], -1%[46.1 µM], 4%, -8%, -1%&2%&-11%, -2%&1%&-5%&-6%, -1%, 3%&0%, 8, -6%, 0%
- COCCN(C(=O)COC(=O)/C=C/c1cccc(OC)c1)c1c(N)n(CC(C)C)c(=O)[nH]c1=O
 : -2%, -3%, ., ., ., ., 4%, 1%, -2, 24%, .
- CC(=O)c1cccc(NC(=O)C2CCN(S(=O)(=O)c3ccc(C)cc3)CC2)c1
 : -2%, 1%, -8%, 1%, 1%, -8%, -2%, -2%, 2, -26%, -12%
- Cc1ccc(/C=N/NC(=O)c2cc(-c3ccccc3)nc3ccccc23)o1
 : -17%, -2%, ., 4µM*, ., 7.1µM*, 12µM*, -1%, -1, -25%, -4%
- Cc1cnc(=O)[nH]c1SCc1ccc([N+](=O)[O-])cc1
 : -8%, 3%, -1%[0.46 µM], 1%, 5%, -1%, 8%, -1%, -2, 1%, ?
- O=C(C1CCCN1S(=O)(=O)c1cccc2cccnc12)N1CCn2c1nc1ccccc12 (stereo not given)
 : -1%, 1%, -4%, 7%, -15%, 2%, 3%, 0%, 9, -17%, 0%
- Cc1ccc(/C=N/N2CCN(Cc3ccc(Cl)cc3)CC2)o1
 : 0%, -3%, ?, 10%, -8%, 8%, 4%, -4%, -5, 1%, 16%
- CCOc1ccc(NC(=O)COc2ccc(C(=O)NC(C)c3ccc(S(N)(=O)=O)cc3)cc2OC)cc1 (stereo not given)
 : 0%, -1%, ., ., ., ., -2%, -4%, 9, -19%, .
- Cn1nc([N+](=O)[O-])nc1Sc1nnnn1-c1ccc(C(=O)O)cc1
 : 4%, -2%, -2%, -7%, 19%, 12%, 1%, 2%, 11, 8%, ?
- CCOc1c(OC(C)=O)ccc(/C=C/c2ccc3cccc(OC)c3n2)c1[N+](=O)[O-]
 : ?, 13%, 6%, ?, ?, -5%, 6µM*, 0%, 12, -14%, 1%
- CC1CCCCC1NC(=O)c1nn(C)c2c1CS(=O)(=O)c1ccccc1-2 (stereo not given)
 : -2%, 0%, -4%[0.46 µM], 21%, 1%, 0%, 0%, 29%, 3, -11%, -4%
- O=C(CCc1ccccc1)Nc1ccc(Cl)cn1
 : 18%, 24%, -14%, 10%, -21%, 3%, ?, -2%, -9, ?, 4%
- N#Cc1ccc(NC(=O)Nc2ccc(Cl)cc2)cc1
 : 22%, -24%, 0%, ?, -21%, 1%[0.365 µM], ?, -14%, -6, ?, ?
- CC(=O)N1CCN(c2ccc(Nc3ncnc4c3oc3ccccc34)cc2)CC1
 : 18%, 13%, 4%, -22%, ?, ?, 24µM*, -12%, -3, ?, -13%
- O=C(Nc1cccc(-n2cnnn2)c1)c1ccc(Cl)cc1Cl
 : -6%, 0%, ., 7%, ?, ?, -4%, 10%, 12, 16%, -4%
- Cc1ccc(NC(=O)COC(=O)C2COc3ccccc3O2)cc1S(=O)(=O)N1CCOCC1 (stereo not given)
 : -2%, -7%, -1%, 2%, -5%, -5%, -1%, -2%, 7, -14%, -3%
- COc1cccc(NC(=O)CN(C)C(=O)Cn2[nH]c(=O)c3ccccc3c2=O)c1
 : 0%, -5%, ., ., ., ., 3%, -1%, -11, 11%, .
- CC(/C=C1\SC(=S)N(c2ccc(C(=O)O)cc2)C1=O)=C\c1ccccc1
 : 0%, -4%, 2%, -30%, ., ?, ?, 22%, 10, -6%, 4%
- Cc1cc([N+](=O)[O-])ccc1NC(=O)c1cccc(NC(=O)C(C)C)c1
 : 29%, ?, 11%, 21%, -5%, -5%, ?, 0%, 7, ?, ?

Look-ups from above.
Rab9 promoter act with O=C(Nc1cccc(-n2cnnn2)c1)c1ccc(Cl)cc1Cl = 0%
MBNL1 CUG block with CC1CCCCC1NC(=O)c1nn(C)c2c1CS(=O)(=O)c1ccccc1-2 (stereo not given) = -4%

Other structures follow.
Order of results – NPC1 promoter act, Rab9 promoter act, PKM2 act, RORg inh, Menin MLL FP TR, VP16 counter, FLuc counter, Mito fusion yeast, KCNH2 3.1 block, ELG1 repair inh, MBNL1 CUG block
- Cc1cccc(NC(=O)c2ccc(OCc3c(C)noc3C)cc2)n1
 : -1%, -6%, ., ., ., ., -7%, 2%, -25, -1%, .
- CC1C(=O)N2CCCc3cc(S(=O)(=O)NCc4ccc(Cl)cc4)cc1c32 (stereo not given)
 : -2%, -5%, ., 22%, ., -2%, -1%, 2%, 7, -9%, -1%
- Cn1cc(C(=O)c2cccc(Cl)c2Cl)cc1C(=O)O
 : 3%, -4%, 23%, -14%, ., 5%, 2%, 1%, -2, 2%, 2%
- O=C(Nc1nccs1)c1cc2sccc2n1Cc1ccc(F)cc1
 : 1%, 1%, 0%, 4%, ?, -11%, 0%, 16%, -17, ?, 181%[activator]
- Cc1cccc(NC(=O)N2CCC(C(=O)c3ccc(F)cc3)CC2)c1
 : -2%, -2%, ., 18%, 6%, -12%, -9%, 4%, 6, -20%, 2%
- CC(C)CC(=O)NC(=S)NCCc1ccccc1
 : 10%, 18%, -8%, 1.8µM*, 1%, 7.9µM*, -16%, -11%, -11, 17%, -2%
- CN(C)/N=C/C=C1\CCC/C(=C\c2ccc(F)c(F)c2)C1=O
 : 7%, 17%, 0%, ?, -3%, ?, 21µM*, -6%, 0, ?, 0%
- Cn1c(=NC(=O)c2ccccc2[N+](=O)[O-])sc2cc(S(C)(=O)=O)ccc21
 : 0.35µM*, 0.56µM*, -7%, -14%, -8%, -12%, 0.54µM*, -3%, 1, ?, .
- Cc1ccc(Nc2cc(=O)oc3ccccc23)c(C)c1
 : -2%, 1%, 0%, 20%, 13%, -2%, -7%, -5%, 10, ?, 12%
- O=C(OCc1c(-c2ccccc2)ncc2ccccc12)c1ccc(Br)cc1
 : -1%, 1%, ., ., ., ., 2%, 5%, -23, ?, .
- Cc1ccc(C(=O)NNC(=O)CCCCC(=O)NNC(=O)c2ccc(C)cc2)cc1
 : 1%, -2%, -3%[11.5 µM], ?, -1%, -4%, -3%, 0%, 16, 14%, -2%
- O=C(Nc1cccc(NC(=O)c2ccc(-c3ccc(Br)cc3)o2)c1)c1ccccc1
 : 13%, 3%, -2%, -7%, ?, -21%, 2.7µM*, -4%, -94*, 18µM*, 8%
- O=[N+]([O-])c1ccc(OCCOCCOc2ccc([N+](=O)[O-])cc2)cc1
 : -13%, -3%, 0%, 24%, ., -5%, 0%, -5%, 5, 5%, 9%
- CCOCCCN(CCC#N)C(=O)C1CCN(S(=O)(=O)c2ccc(-n3cnnn3)cc2)CC1
 : -3%, 1%, 1%, -17%, -12%, -2%, 1%, 7%, -8, 2%, -5%
- O=C(NCCSc1ccccc1)c1cccnc1
 : ?, ?, -1%, -6%, -7%, 7%, ?, -1%, 7, ?, -5%
- C/C(=N\NC(=O)CCCNc1ccc(C)cc1)c1ccccn1
 : -7%, -8%, 3%, 2.2µM*, 2%, 13µM*, 1%, 17%, 2, 0%, 3%[11.5 µM]
- COc1ccc(C2(CNS(=O)(=O)c3ccc(C)cc3)CCOCC2)cc1
 : -5%, 3%, -5%, 14%, ., 1%, -1%, 1%, 1, -5%, -15%
- COc1ccccc1-n1c(SCC(=O)N2CCCCC2)nc(O)c(Cc2ccccc2)c1=O
 : -2%, 2%, ., 1%, ., -1%, -1%, 2%, 16, 1%, 0%
- CCc1ccc(CC2S/C(=C(\C#N)C(C)=O)NC2=O)cc1 (stereo not given)
 : 3%, -9%, -13%, 0%, -6%, -9%, ?, 1%, -4, 0%, 1%
- COCc1c(C(=O)N2CCN(CCOc3ccccc3)CC2)oc2ccccc12
 : -4%, -2%, ., ., ., ., -1%, 6%, -7, -18%, .
